# Source: PubChem BioAssay (National Center for Advancing Translational Sciences (NCATS))
# aGlu spleen mod: lysosomal alpha-glucosidase (human) modulation; human spleen homogenate, 4-MU-alpha-glucoside fluorescence; Potency, µM (top dose mostly 79.9 µM), without a hit: top-dose activity change, negative = inhibition, usual class: inhibitors; 240,000 tested, 0.006% active;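 note: 0% = enzyme with vehicle and -100% = no enzyme basal signal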
#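 Enzyme source: human spleen homogenate, 1 ug/well. Buffer 50 mM citric acid/K phosphate pH 5.0, 0.01% Tween-20. 4-MU-alpha-glucoside 1 mM; 37 C x 40 min; NaOH/glycine stop; fluorescence.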
# Tau fluor cs: counter-screen for tau fibril formation inhibitors | tau K18 P301L Alexa594 fluorescence, heparin fibrillization | Potency, µM (titrated, usually from 57.7 µM), inactives show at the top dose activity change, negative = decrease | 280,000 tested, 0.93% active | AID 1463; note: % is set by controls: 0 for no effect and ±100 for the full control effect; nearly all actives have a fitted effect of over 55% in size
#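 Human K18 P301L tau (15 uM unlabeled plus 0.24 uM Alexa 594-labeled, final) in 100 mM sodium acetate pH 7 was mixed with compound and 20 uM heparin and incubated 6 hr at 37 C.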
# HTT ATP protect: Huntington cell model cytoprotection by ATP luminescence; PC12 HTT-Q103 induced, cytoprotection, ATP luminescence, 40 h; Potency, µM (series often up to 56.4 µM), for inactives: cytoprotection (ATP increase), hits mostly activators; 230,000 tested, 0.14% active; AID 1471;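 note: % of control where 0% means no effect; nearly all actives have a fitted effect of over 45% in size; toxic huntingtin expression switched on by the ecdysone agonist tebufenozide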
#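 PC12 cells with ecdysone-inducible HTT exon 1 Q103-GFP, induced with 100 nM tebufenozide and co-treated with library compounds in a dose series (1536-well, 1500 cells/well). Cytoprotection read as ATP content by ATPlite luminescence.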
# Tau fibril ThT: tau fibrillization inhibition (ThT binding) | P10636 | recombinant tau K18 P301L (four-repeat tau fragment), heparin-induced fibrillization, ThT fluorescence | Potency, µM (top dose mostly 57.4 µM), for inactives: top-dose activity, negative = inhibition, hits mostly inhibitors | 270,000 tested, 2.1% active; note: % is set by controls: 0 for no effect and ±100 for the full control effect; nearly all actives have a fitted effect of over 55% in size
# Target sequence (P10636 561-689 P618L limits assumed): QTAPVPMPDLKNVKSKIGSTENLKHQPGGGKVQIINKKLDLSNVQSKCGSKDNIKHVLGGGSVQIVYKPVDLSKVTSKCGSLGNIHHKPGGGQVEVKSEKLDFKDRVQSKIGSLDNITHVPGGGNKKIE
#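 Tau K18 P301L fragment (15 uM unlabeled plus 0.24 uM Alexa 594-labeled) in 100 mM sodium acetate pH 7 with compound, fibrillization induced by 20 uM heparin for 6 hr at 37 C. Thioflavin T (30 uM) added, fluorescence read after 1 hr (ex 450, em 510 nm).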
# GAA glycogen mod: inhibitors or activators of human alpha-glucosidase glycogen cleavage; Potency, µM (series often up to 76.4 µM), inactives show top-dose activity change, negative = inhibition, actives largely listed as inhibitors; recombinant GAA, glycogen substrate, Amplex Red glucose oxidase fluorescence; 300,000 tested, 0.38% active; P10253; AID 2100;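 note: 0% = full enzyme reaction and -100% = no-enzyme basal signal; the screen sought inhibitors and activators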
#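 Recombinant enzyme (4 nM final) with compounds titrated up to 77 uM and bovine liver glycogen (30 ug) in citrate pH 5.0, 0.01% Tween-20, 37 C 40 min. Released glucose detected by Amplex Red/glucose oxidase (Ex 573/Em 610); AC50 from Hill fits.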
# Tau fibril FP: blocks human tau fibril formation measured by polarization; AID 1468; K18 P301L tau heparin fibrillization, Alexa594 FP, 6 h; Potency, µM (top dose mostly 57.7 µM), for the others: top-dose activity, negative = inhibition, hits mostly inhibitors; P10636; 280,000 tested, 0.39% active; note: % is set by controls: 0 for no effect and ±100 for the full control effect; nearly all actives have a fitted effect of over 55% in size
#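 FP of Alexa 594-tau after heparin (20 uM) induction. Substrate: human K18 P301L, 15 uM unlabeled, 0.24 uM labeled. Buffer 100 mM sodium acetate pH 7. 6 hr, 37 C.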
# GAA inhib: blocks human lysosomal alpha-glucosidase. purified human GAA, 4-MU-alpha-glucoside fluorescence. P10253. Potency, µM (highest dose often 76.9 µM), inactives show top-dose activity change, negative = inhibition, most hits filed as inhibitors. 200,000 tested, 0.005% active;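 note: plate controls were uninhibited enzyme wells for no effect and no-enzyme background for full effect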
#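 Activity normalized between no-enzyme (basal) and enzyme-only wells. Conditions: 4 nM human enzyme, 400 uM fluorogenic substrate, citrate/phosphate pH 5.0 with Tween-20, 20 min room temperature, compounds up to 77 uM.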
# GLA spleen mod: inhibits or activates alpha-galactosidase in human spleen homogenate. 240,000 tested, 0.008% active. P06280. Potency, µM (doses to about 80 µM), for inactives: top-dose activity change, negative = inhibition, usual class: inhibitors. human spleen homogenate, 4MU-alpha-Gal fluorescence, 40 min;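 note: 0% = enzyme with vehicle and -100% = no enzyme basal signal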
# Target sequence (P06280 32-429 limits assumed): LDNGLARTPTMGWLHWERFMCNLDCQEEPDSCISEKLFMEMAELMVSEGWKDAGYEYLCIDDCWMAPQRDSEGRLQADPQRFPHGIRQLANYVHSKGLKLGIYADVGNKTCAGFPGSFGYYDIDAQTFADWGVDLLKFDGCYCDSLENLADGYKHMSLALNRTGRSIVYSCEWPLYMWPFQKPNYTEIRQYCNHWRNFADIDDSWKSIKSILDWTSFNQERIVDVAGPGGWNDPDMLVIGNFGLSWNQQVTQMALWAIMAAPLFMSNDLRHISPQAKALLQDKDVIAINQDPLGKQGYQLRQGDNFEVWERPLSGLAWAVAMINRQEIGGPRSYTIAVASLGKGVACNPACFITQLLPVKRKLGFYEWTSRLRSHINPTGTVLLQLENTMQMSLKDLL
#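 Inhibition or activation of alpha-galactosidase in human spleen homogenate is scored by 4-MU fluorescence after 40 min at 37C, pH 5.0, with 1 mM substrate. AC50s come from concentration-response fitted to the Hill equation.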
# * hit, by the source's call; ? = inconclusive; / = no result given; [ ] = another dose, or the depositor's remark. Calls come from the whole dose curve; as a rule, active = well fitted curve in the direction sought with a large enough effect; inconclusive = small, poorly fitted or top-dose-only effect, or another doubt; inactive = no such curve, though single readings can be large; an effect the other way counts as inactive or inconclusive. Potency is the fitted concentration of half-maximal effect.
SMILES,aGlu spleen mod,Tau fluor cs,HTT ATP protect,Tau fibril ThT,GAA glycogen mod,Tau fibril FP,GAA inhib,GLA spleen mod
CN(C)C(=O)C1C2NC(=S)N(c3cccc(Cl)c3)C1(C)Oc1ccc(Cl)cc12 (configuration not stated),-4%,-3%,4%,-6%,-5%,3%,-1%,-1%
N/C(=N\OC(=O)c1ccco1)c1ccccc1,-7%,-4%,-10%[10 µM],-5%,-1%,-6%,2%,1%
C=C(C)[C@H]1CC=C(CO)CC1,-4%,-8%,-23%,-5%,/,-8%,/,-3%
Nc1c(C(=O)OCC(=O)Nc2ccc(Cl)cc2[N+](=O)[O-])[nH]c(=O)[nH]c1=O,0%,-12%,19%[10 µM],?,-17%,-2%,/,1%
CCCS(=O)(=O)N1CCN(CC2CC3C=CC2C3)CC1 (configuration not stated),-19%,5%,-15%,2%,-3%,2%,-2%,17%
CCCCNC(=O)C1(c2ccc(OC)cc2)CCOCC1,2%,6%,1%[10 µM],0%,-3%,10%,9%,2%
COc1ccccc1-c1nnc(SCC(=O)c2ccc(Cl)cc2)n1-c1ccccc1,/,-17%,/,-13%,-6%[76.3 µM],-5%,/,/
O=C(COC(=O)c1ccc(S(=O)(=O)NCc2ccco2)cc1)Nc1ccccc1OC(F)F,7%,-17%,-14%[10 µM],-8%,-4%,9%,-7%,-6%
CCOC(=O)C1(CC2CC2)CCN(Cc2ccc3cccc(F)c3n2)CC1,0%,0%,27%[10 µM],-3%,13%,4%,3%,-1%
CN(C)C(=O)N1CCCC(C(=O)NCCc2ccccc2)C1 (configuration not stated),-1%,0%,20%,-1%,-16%,-2%,12%,2%
O=C(NNc1cccc(Cl)n1)c1ccccc1CC[N+](=O)[O-],1%,-7%,-30%,-4%,?,-6%,2%,-3%
Cc1ccc2cc3cc(C(=O)N4CCN(C(=O)c5ccco5)CC4)sc3nc2c1,-5%,-8%,9%[10 µM],?,-12%,9%,2%,2%
Cc1cc(C)c2cc(CN(CC3CCCO3)C(=S)NCc3ccco3)c(=O)[nH]c2c1 (configuration not stated),-12%,-5%,-2%[10 µM],-13%,-19%,10%,5%,-1%
Cc1ccc(S(=O)(=O)NCCSc2nnc(N)s2)cc1,-6%,-3%,23%[0.074 µM],3%,8%,-3%,-5%,0%
CCC(C(=O)C(C)C(O)C(C)CCc1ccc(C)c(O)c1C(=O)O)C1OC(CC)(C2CC[C@@](O)(CC)C(C)O2)CC1C (some centres not stated),-8%,-11%,-40%[inhibitor],-20%,/,-7%,/,12%
O=c1c2sc3ccccc3c2n(Cc2cccc(Cl)c2)c(=O)n1Cc1ccc(F)cc1,/,-12%,/,-3%,8%[76.3 µM],-18%,/,/
COc1cc(C2C=C(C34CC5CC(CC(C5)C3)C4)NC(=S)N2)cc(OC)c1OC (configuration not stated),-4%,9%,-14%,6%,-8%,5%,-2%,-3%
C=CCN(c1ccccc1OC)S(=O)(=O)c1cccc(C(=O)OCC(=O)c2c[nH]c3ccccc23)c1,-21%,?,24%[10 µM],5%,-6%,16µM*,12%,3%
CCCOc1cccc(C2c3c(oc4ccc(F)cc4c3=O)C(=O)N2CCCN2CCOCC2)c1 (configuration not stated),/,-9%,/,2%,-1%[76.3 µM],-6%,/,/
COc1ccc(S(=O)(=O)C(C#N)c2nc3ccccc3nc2N2CCCCC2)cc1 (configuration not stated),-7%,-28%,-18%[0.074 µM],?,-1%,-1%,-3%,8%
CC(=O)C1C(=O)C=C(c2cccs2)CC1c1ccccc1 (configuration not stated),-1%,-21%,-46%[inhibitor],?,-3%,-6%,-4%,0%
Cc1cccc(N2CCN(C(=O)c3nn(C)c4c3CS(=O)(=O)c3ccccc3-4)CC2C)c1 (configuration not stated),/,-4%,/,-1%,-16%[76.3 µM],-2%,/,/
COC(=O)c1cc(C(=O)OC)cc(-n2c(C)cc(C(=O)COC(=O)CNS(=O)(=O)c3ccc(C)cc3)c2C)c1,-5%,-8%,0%[10 µM],-9%,3%,3%,-4%,-4%
COc1ccc(C(=O)O)c(OC)n1,1%,-13%,8%[10 µM],-6%,11%,-2%,/,9%
O=C(/C=C/c1ccccc1)c1ccccn1,-8%,-3%,0%,?,0%,10%,2%,-4%
Cc1ccc(NC(=O)C(=O)NC2CCCCC2)cc1,5%,-10%,4%[10 µM],?,11%,-3%,2%,-6%
Cc1cccc(OCC(=O)N(Cc2ccccc2)c2ccccn2)c1,/,-22%,/,-10%,-8%[76.3 µM],-10%,/,/
CCOC(=O)c1cnc(Nc2ccccc2)nc1C(F)(F)F,-6%,-14%,15%[10 µM],/,-10%,-7%,/,-9%
O=C(Oc1ccc(=O)n(-c2ccccc2)n1)c1ccccc1,-3%,-6%,?,?,2%,3%,12%,2%
COC(=O)[C@H](Cc1ccccc1)NC(=O)O[C@@H]1C(=O)c2cc(OC)ccc2O[C@H]1c1cccc(OC)c1,0%,-14%,-1%,-10%,/,-3%,/,8%
COc1ccc(Cl)cc1NC(=O)COC(=O)/C=C/c1c(C)nn(C2CCS(=O)(=O)C2)c1Cl (configuration not stated),-18%,-7%,-2%,-10%,7%,1%,-3%,-16%
CCOc1ccc(C(=O)c2cn(CC(=O)Nc3ccc(Cl)cc3)c3cc4c(cc3c2=O)OCCO4)cc1,/,-22%,/,12%,-9%[76.3 µM],?,/,/
COc1cc(/C=C(\C#N)c2[nH]nc(N)c2C#N)cc(OC)c1O,?,-11%,-24%,?,?,-2%,?,1%
Cc1c(N=CC=Nc2c(C)n(C)n(-c3ccccc3)c2=O)c(=O)n(-c2ccccc2)n1C,-3%,8%,-3%[10 µM],3%,-25%,-6%,1%,16%
Cn1nc(C(C)(C)C)cc1C(=O)NCc1ccc(N2CCCC2=O)cc1,6%,3%,21%[10 µM],2%,0%,-4%,2%,1%
CCc1c(C)sc(NC(=O)c2noc(C)c2[N+](=O)[O-])c1C#N,-1%,-18%,18%,?,-28%,-7%,-8%,3%
NNC(=O)c1cc(O)c(O)c(O)c1,-13%,-22%,-64%[inhibitor],?,?,?,?,-6%
Cc1cnc(NC(=O)c2cc3ccccc3o2)s1,-20%,8%,-180%,10%,-15%,4%,-5%,0%
Cc1ccc(C(=O)NNC(=O)Cc2csc(-c3csc(C)n3)n2)cc1,4%,7%,2%[10 µM],-3%,4%,1%,-4%,5%
CCOC(=O)C1(CC2CC2)CCN(Cc2cnc(-c3ccccc3C)nc2)CC1,3%,-11%,-5%[10 µM],-13%,-2%,4%,-3%,13%
O=C(Nc1ccccc1)N1CCN(c2cccc(C(F)(F)F)c2)CC1,-2%,-19%,-3%,-16%,-4%,-2%,-14%,-2%
Cc1ccc(-n2c(SCC(=O)Nc3ccc4c5c(cccc35)CC4)nc(O)c(C)c2=O)cc1,-5%,-6%,13%[10 µM],-15%,-5%,-2%,1%,-8%
Cc1nnc(SC(C)C(=O)Nc2ccc(S(=O)(=O)N3CCCCC3)cc2)s1 (configuration not stated),-12%,-18%,2%[10 µM],-4%,-3%,-1%,-12%,-20%
CCN(Cc1cc(=O)n2ccsc2n1)Cc1nc2cc(OC)c(OC)cc2c(=O)[nH]1,-5%,-4%,-11%[10 µM],/,0%,-2%,/,4%
COc1ccc2nc(SCC(=O)N3CCCCC3)c(C#N)cc2c1,6%,6%[2.34 µM],15%[10 µM],-14%,2%,12%,12%,13%
C#CCn1c(S(=O)(=O)Cc2ccc(C)cc2)nc(-c2ccccc2)c1-c1ccccc1,-1%,-9%,-57%[inhibitor],-6%,-3%,-5%,-2%,0%
Cc1cc(C)c(C#N)c(SCc2nc3ccccc3[nH]2)n1,1%,-29%,-52%[inhibitor],?,-1%,3%,?,?
COc1cccc(-c2cc(C(F)(F)F)nc(NCCc3ccc(OC)c(OC)c3)n2)c1,/,?,/,?,-11%[76.3 µM],-15%,/,/
C[C@@H]1NC(=O)[C@H](CCCN=C(N)N)NC(=O)c2cc([N+](=O)[O-])cc(I)c2OCC[C@@H](C(=O)NC(CC(=O)O)C(N)=O)NC1=O (some centres not stated),-5%,-12%,/,-17%,6%,2%,4%,-13%
c1ccc(-n2cc(CN3CCCC3)c(-c3ccc4c(c3)OCO4)n2)cc1,-3%,-1%,-2%[10 µM],0%,-4%,0%,-4%,6%
N#Cc1nc(COc2cccc(Cl)c2)oc1NCc1ccncc1,-7%,-12%,-13%,-3%,-1%,0%,-5%,9%
CCOc1ccc(C(=O)NC(=S)Nc2ccc(N3CCC(C)CC3)cc2)cc1[N+](=O)[O-],0%,?,24%[10 µM],?,-12%,9%,-1%,6%
COC(=O)CC1C(=O)NCCN1C(=O)c1ccc(S(=O)(=O)N2CCOCC2)cc1 (configuration not stated),-2%,10%,/,2%,5%,1%,-4%,1%
FC(F)(F)c1cccc(Cc2noc(CN3CCC(c4ccncc4)CC3)n2)c1,1%,0%,-47%[inhibitor],-7%,-15%,12%,-8%,2%
CCc1nn(CC(=O)NC2CC2)c(=O)c2cc3ccccc3n12,/,-4%,/,-2%,-5%[76.3 µM],1%,/,/

# Copied from the list:
# For GLA spleen mod, N#Cc1nc(COc2cccc(Cl)c2)oc1NCc1ccncc1 reads 9%
# For GLA spleen mod, CCOc1ccc(C(=O)NC(=S)Nc2ccc(N3CCC(C)CC3)cc2)cc1[N+](=O)[O-] reads 6%

# Some of these compounds in order of count of non-hydrogen atoms, low to high.
SMILES,aGlu spleen mod,Tau fluor cs,HTT ATP protect,Tau fibril ThT,GAA glycogen mod,Tau fibril FP,GAA inhib,GLA spleen mod
CCc1nn(CC(=O)NC2CC2)c(=O)c2cc3ccccc3n12,/,-4%,/,-2%,-5%[76.3 µM],1%,/,/
N#Cc1nc(COc2cccc(Cl)c2)oc1NCc1ccncc1,-7%,-12%,-13%,-3%,-1%,0%,-5%,9%
CCOc1ccc(C(=O)NC(=S)Nc2ccc(N3CCC(C)CC3)cc2)cc1[N+](=O)[O-],0%,?,24%[10 µM],?,-12%,9%,-1%,6%
C[C@@H]1NC(=O)[C@H](CCCN=C(N)N)NC(=O)c2cc([N+](=O)[O-])cc(I)c2OCC[C@@H](C(=O)NC(CC(=O)O)C(N)=O)NC1=O (some centres not stated),-5%,-12%,/,-17%,6%,2%,4%,-13%
